Bioassay records: PubChem, National Center for Advancing Translational Sciences (NCATS)
TSG101-PTAP inh: blocks PTAP/TSG101 interaction to inhibit HIV-1 budding; Q99816; Fluorescence polarization, FITC-PTAP peptide / Tsg101 binding; Potency, µM (top dose mostly 115 µM), for inactives: at the highest dose activity change, negative = inhibition, most hits filed as inhibitors; 340,000 tested, under 10 active; AID 493005; active means well fitted inhibition curve with a large enough effect in the main read-out, with a control signal flat, not every such curve was filed as active; inconclusive means small, poorly fitted or top-dose-only effect, or effect the other way, or a change in a side signal; inactive means no such curve, though single readings can be large or run the other way; further: potency means the concentration at half of the fitted maximal effect; % of control where 0% means no effect
Target sequence (Q99816 whole entry, looked up): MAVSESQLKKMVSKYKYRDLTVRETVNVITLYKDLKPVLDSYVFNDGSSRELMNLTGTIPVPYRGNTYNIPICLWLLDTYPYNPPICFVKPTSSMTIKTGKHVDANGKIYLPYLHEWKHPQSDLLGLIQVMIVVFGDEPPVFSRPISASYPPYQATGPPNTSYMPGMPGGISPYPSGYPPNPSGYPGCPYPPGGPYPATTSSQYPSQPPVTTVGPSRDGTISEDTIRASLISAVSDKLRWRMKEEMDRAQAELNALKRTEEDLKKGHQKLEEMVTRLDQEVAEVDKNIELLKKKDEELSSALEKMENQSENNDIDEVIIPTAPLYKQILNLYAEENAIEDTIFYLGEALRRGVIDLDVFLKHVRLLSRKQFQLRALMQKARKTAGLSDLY
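Compounds were pin-transferred onto Tsg101 binding domain (10 uM final) in HEPES pH 7.5 buffer, then FITC-PTAP peptide was added at 50 nM final. After 20 min at RT, polarization reported peptide displacement across a qHTS concentration series.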
TCR act: activators of T cell receptors. 330,000 tested, under 10 active. AID 504894. primary human leukocytes, anti-CD3, IL-2 HTRF, 48 h. Potency, µM (series often up to 9.22 µM), inactives show at the highest dose activation of IL-2 secretion, most hits filed as activators; further: % of control where 0% means no effect
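TCR engagement came from a-CD3 beads alone, with compounds added to primary human leukocytes for 48 hr. Secreted IL-2 bridged europium cryptate- and d2-labelled anti-IL-2 antibodies, giving FRET emission at 665nm after 320nm excitation.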
AT treatment: potential ataxia-telangiectasia treatments restoring KAP-1 phosphorylation; Potency, µM (titrated, usually from 57.5 µM), for inactives: at the highest dose activation, actives largely listed as activators; 0.19% of 320,000 active; […] A-T fibroblasts, KAP-1 phosphorylation AlphaLISA; neocarzinostatin DNA damage 30 min before lysis; further: potency means the concentration at half of the fitted maximal effect; % of control where 0% means no effect; nearly all actives have a fitted effect of over 45% in size
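ATM-like activity read as KAP-1 phosphorylation via AlphaLISA donor/acceptor antibody pairs after lysis and 6 hr at 25C. Cells were ATM-null patient fibroblasts ([…], hTERT), dosed 60 min, then exposed to the DSB inducer NCS for 30 min.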
a7 integrin act: integrin-mediated muscular dystrophy alleviation activation. alpha7betagal myoblasts, beta-gal FDG fluorescence, 48 h. Potency, µM (doses to about 38.3 µM), without a hit: top-dose activation, actives largely listed as activators. 0.064% of 350,000 active;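 further: potency means the concentration at half of the fitted maximal effect; 100% = response of the positive control SU9516; nearly all actives have a fitted effect of over 60% in size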
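Alpha7betagal+/- myoblasts (passage 13) were plated 16-24 hr, then exposed to compounds (1:260 dilution of DMSO stock) for 48 hours at 37C. After MPER lysis, β-galactosidase reporter activity was read as FDG fluorescence (ex 480/em 540) after 30 minutes.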
CXXC DNA block: blocks binding of human MLL CXXC domain to DNA; Q03164; MLL-CXXC / FITC-HOXA9 DNA fluorescence polarization; Potency, µM (top dose mostly 115 µM), without a hit: top-dose activity change, negative = inhibition, most hits filed as inhibitors; 0.037% of 290,000 active; AID 2662; active means well fitted inhibition curve with a large enough effect in the polarisation, with a control signal flat, not every such curve was filed as active; inconclusive means small, poorly fitted or top-dose-only effect, or effect the other way, or a change in a side signal; inactive means no such curve, though single readings can be large or run the other way; the % refers to the polarisation; further: potency means the concentration at half of the fitted maximal effect
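Fluorescence polarization: 7 uM MLL-CXXC (stock) preincubated 5 min with compounds, then 50 nM fluorescein-HOX-A9 DNA (stock) added; 30 min ambient. Buffer 50 mM Tris-HCl pH 7.5, 50 mM NaCl, 1 mM DTT, 0.05% BSA.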
p53 reactivator: mutant p53 re-activation in reporter cells. H1299 p53-A138V BP100-luciferase reporter, luminescence, 24 h. Potency, µM (doses to about 92.2 µM), for the others: at the top dose activity change, positive = activation, hits mostly activators. 0.063% of 320,000 active; further: potency means the concentration at half of the fitted maximal effect; % of control where 0% means no effect; nearly all actives have a fitted effect of over 45% in size
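H1299 (p53-null), stable ts p53-A138V + BP100-Luc; 1000 cells/well, Opti-MEM/10% FBS; cpd 4 pt, 1:5; 24 h, 37 deg C, 5% CO2; detection reagent 10 min RT; luminescence.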
ELG1 repair inh: inhibitors of ELG1-dependent DNA repair in HEK293T cells | AID 504467 | Potency, µM (titrated, usually from 46.1 µM), inactives show at the top dose activity change, negative = inhibition, actives largely listed as inhibitors | 2.3% of 330,000 active | HEK293T ELG1-luciferase reporter, luminescence, 16 h; DNA damage induced by 5-fluorouridine; further: potency means the concentration at half of the fitted maximal effect; on the % scale 0 is the no-effect control and ±100 the full control effect; nearly all actives have a fitted effect of over 55% in size
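Cells (2,000 per well) received 5-fluorouridine plus test compound or DMSO and were incubated 16 hr at 37 °C, 5% CO2. Luciferase activity was read by luminescence 30 min after ONE-Glo addition; signal suppression marked inhibition of damage-induced ELG1 function.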
B2AR arrestin: beta2AR (human) beta-arrestin recruitment activity; Potency, µM (series often up to 46.1 µM), for inactives: at the highest dose activation, actives largely listed as activators; beta-arrestin recruitment to beta2AR, cell-based reporter; 0.02% of 330,000 active; P07550; AID 492947;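 further: potency means the concentration at half of the fitted maximal effect; 0% = DMSO controls and full agonism = EC100 isoproterenol or metaproterenol; nearly all actives have a fitted effect of over 65% in size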
Target sequence (P07550 whole entry, looked up): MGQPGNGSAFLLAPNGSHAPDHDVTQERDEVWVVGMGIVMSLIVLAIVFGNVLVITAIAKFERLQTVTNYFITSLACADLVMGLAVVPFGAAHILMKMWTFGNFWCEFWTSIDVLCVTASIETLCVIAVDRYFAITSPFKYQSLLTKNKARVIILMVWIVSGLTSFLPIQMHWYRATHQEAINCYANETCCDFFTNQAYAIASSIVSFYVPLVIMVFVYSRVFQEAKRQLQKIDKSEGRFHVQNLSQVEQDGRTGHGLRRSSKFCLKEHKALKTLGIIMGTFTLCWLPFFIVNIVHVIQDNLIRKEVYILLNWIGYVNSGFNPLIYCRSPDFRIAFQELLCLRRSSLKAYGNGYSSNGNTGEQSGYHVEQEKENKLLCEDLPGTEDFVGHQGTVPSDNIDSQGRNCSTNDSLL
TRPV1 ag: human TRPV1 agonism; TRPV1-expressing cells, Fluo-8 calcium influx, agonist mode; 0.19% of 320,000 active; AID 540275; activation, % at 8.33 µM; in the data active means activation above about 80%; inconclusive means between about 30% and that limit; further: 0% is about no effect
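Fluo-8 calcium influx in TRPV1-expressing cells, kinetic read (ex 480/em 520 nm). Compound added and read 3 min for agonist activity, followed by capsaicin at EC20 final and 2 min further read for enhancement.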
BRCA1 expr act: activators of BRCA1 expression | MCF7-BRCA1-FFLuc reporter, luminescence, 48 h; response scale: scaled: vehicle 0%, 10 µM genistein 100% | Potency, µM (top dose mostly 46.1 µM), for inactives: at the top dose activation, most hits filed as activators | 1.1% of 380,000 active; further: potency means the concentration at half of the fitted maximal effect; nearly all actives have a fitted effect of over 80% in size; some results filed as inactive show a strong effect at the top dose
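Compounds are tested at multiple concentrations on MCF7 BRCA1-luciferase reporter cells seeded at 2000 per well; after 48 h, a single luminescence end-point is taken and curves fitted to the normalized data.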
* hit, by the source's call; ? = inconclusive; nt = no result given; [ ] = dose if it differs, or a comment. Unless noted, the call rests on the fitted dose curve; in most records, active means well fitted curve in the direction sought with a large enough effect; inconclusive means small, poorly fitted or top-dose-only effect, or another doubt; inactive means no such curve, though single readings can be large; an effect the other way counts as inactive or inconclusive.

1. CCn1nnc(NC(=O)C(c2ccccc2)c2ccccc2)n1
2. Cc1ccc(NC(=O)COC(=O)CCC(=O)c2cccs2)cc1S(=O)(=O)N1CCOCC1
3. CCn1cc(C(=O)NCc2cccnc2)c2cc(OC)c(OC)cc2c1=O
4. CCC1(CC)NC(=O)N(CC(=O)OCC(=O)NC(=O)c2ccccc2OC)C1=O
5. NC(=O)CSc1cn(Cc2cccc(F)c2)c2ccccc12
6. CC(C)CSc1nc(N)nc2c1ncn2C1OC(CO)C(O)C1O (centres undefined)
7. Clc1ccc(N=c2ssnc2Cl)nc1
8. Nc1sc(-c2ccccc2)cc1C(=O)N/N=C/c1ccc(Cl)cc1
entry no. | 1 | 2 | 3 | 4 | 5 | 6 | 7 | 8
TSG101-PTAP inh | -1% | -8% | -4% | -2% | -2% | -7% | 1% | -1%
TCR act | nt | 1% | -2% | 4% | 2% | -3% | -7% | -6%
AT treatment | 6%[11.5 µM] | 1% | 0% | 0% | 1% | nt | -1% | 5%
a7 integrin act | 13% | 15% | -9% | 0% | -21% | 28% | 14% | 5%
CXXC DNA block | 3% | -15% | -7% | nt | -1% | nt | 15% | 2%
p53 reactivator | -5% | 0% | -1% | -1% | -2% | nt | -3% | 5%
ELG1 repair inh | 11% | 17% | -3% | 14% | -5% | nt | 1% | -3%
B2AR arrestin | 0.3% | 0.0% | 0.1% | 0.2% | 0.1% | nt | 0.4% | -0.2%
TRPV1 ag | 1 | 25 | 1 | -1 | 10 | nt | 5 | -7
BRCA1 expr act | -5% | 0% | 6% | -18% | -29% | 33% | -47% | 21%

9. O=C(O)c1cc(N2C(=O)C3CCCCC3C2=O)ccc1NCc1cccnc1 (centres undefined)
10. COc1ccc(-n2c(N)c(C(=O)NCC3CCCO3)c3nc4ccccc4nc32)c(OC)c1 (centres undefined)
11. O=C(CCCCCNC(=O)N1CCn2c1nc1ccccc12)N[C@H](Cc1ccccc1)C(=O)O
12. COc1ccccc1CO/N=C/c1cccn1-c1nccc(N(C)C)c1C#N
13. O=C(NCCc1ccccc1)c1ccc([N+](=O)[O-])cc1
14. CC(C)CN(Cc1cc(=O)oc2cc(-c3ccccc3)c(O)cc12)CC(C)C
15. COc1ccccc1NS(=O)(=O)c1cccc(C(=O)N2CC(C)OC(C)C2)c1 (centres undefined)
16. CCc1ccc(N2CC(C(=O)NNC(=O)c3ccc(F)cc3)CC2=O)cc1 (centres undefined)
entry no. | 9 | 10 | 11 | 12 | 13 | 14 | 15 | 16
TSG101-PTAP inh | -3% | -12% | 0% | 3% | -1% | 1% | -1% | -4%
TCR act | 3% | 3% | -6% | 7% | -1% | 0% | -3% | -6%
AT treatment | -1% | 26% | 2% | -4% | -4% | 5% | 4% | -15%
a7 integrin act | ? | 0% | 0% | -17% | 22% | ? | 4% | -2%
CXXC DNA block | 0% | -4% | -20% | 3% | -2% | 15% | nt | nt
p53 reactivator | -1% | 8% | nt | -4% | -7% | 7% | 7% | -3%
ELG1 repair inh | 7% | -20% | -5% | -12% | ? | ? | ? | 9%
B2AR arrestin | -0.4% | 0.4% | -0.6% | -0.2% | -0.5% | -0.2% | 0.2% | -0.1%
TRPV1 ag | -3 | 19 | 2 | 28 | ? | -7 | -1 | 16
BRCA1 expr act | -1% | -59% | -9% | -30% | 35% | -27% | -2% | 3%

17. COC(=O)Cc1c(O)ccn(Cc2cccc3ccccc23)c1=O
18. O=C(NCc1ccco1)c1nc2nc(-c3cccs3)cc(C(F)(F)F)n2n1
19. COc1ccc(CC(=O)Nc2ccc(S(=O)(=O)NCC3CCCO3)cc2)cc1 (centres undefined)
20. COc1ccc(S(=O)(=O)Nc2ccc(F)c(F)c2)cc1C(=O)N1CCOCC1
entry no. | 17 | 18 | 19 | 20
TSG101-PTAP inh | -2% | -5% | -6% | -1%
TCR act | 3% | nt | nt | 5%
AT treatment | 1% | 11% | -8% | -6%
a7 integrin act | -11% | -9% | -42% | -7%
CXXC DNA block | 1% | -15% | -1% | -9%
p53 reactivator | -2% | 1% | 0% | 2%
ELG1 repair inh | -3% | -9% | ? | 2%
B2AR arrestin | -0.9% | -1.2% | 0.1% | -0.8%
TRPV1 ag | -1 | 3 | 0 | 3
BRCA1 expr act | 2% | 2% | -45% | -17%

Structures from the list above containing an aryl methoxy group:
3. CCn1cc(C(=O)NCc2cccnc2)c2cc(OC)c(OC)cc2c1=O
4. CCC1(CC)NC(=O)N(CC(=O)OCC(=O)NC(=O)c2ccccc2OC)C1=O
10. COc1ccc(-n2c(N)c(C(=O)NCC3CCCO3)c3nc4ccccc4nc32)c(OC)c1 (centres undefined)
12. COc1ccccc1CO/N=C/c1cccn1-c1nccc(N(C)C)c1C#N
15. COc1ccccc1NS(=O)(=O)c1cccc(C(=O)N2CC(C)OC(C)C2)c1 (centres undefined)
19. COc1ccc(CC(=O)Nc2ccc(S(=O)(=O)NCC3CCCO3)cc2)cc1 (centres undefined)
20. COc1ccc(S(=O)(=O)Nc2ccc(F)c(F)c2)cc1C(=O)N1CCOCC1
entry no. | 3 | 4 | 10 | 12 | 15 | 19 | 20
TSG101-PTAP inh | -4% | -2% | -12% | 3% | -1% | -6% | -1%
TCR act | -2% | 4% | 3% | 7% | -3% | nt | 5%
AT treatment | 0% | 0% | 26% | -4% | 4% | -8% | -6%
a7 integrin act | -9% | 0% | 0% | -17% | 4% | -42% | -7%
CXXC DNA block | -7% | nt | -4% | 3% | nt | -1% | -9%
p53 reactivator | -1% | -1% | 8% | -4% | 7% | 0% | 2%
ELG1 repair inh | -3% | 14% | -20% | -12% | ? | ? | 2%
B2AR arrestin | 0.1% | 0.2% | 0.4% | -0.2% | 0.2% | 0.1% | -0.8%
TRPV1 ag | 1 | -1 | 19 | 28 | -1 | 0 | 3
BRCA1 expr act | 6% | -18% | -59% | -30% | -2% | -45% | -17%
